From PubChem BioAssay
F-actin modifier: modifiers of F-actin cytoskeleton organization, primary screen, imaging, HUVEC, phalloidin staining, high-content imaging; HUVEC TNFa F-actin phalloidin imaging; inhibition, % at 2 µM; hit rate 0.18% among 91,000; AID 836, 2007;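 active means inhibition above the batch mean plus 3 SD and confirmed as a hit by visual image inspection, cut at about 30% in these data, passing the limit was not always enough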; further: strong numbers were not always called active
FAK inh: FAK kinase inhibitors, primary screen, biochemical. Focal adhesion kinase 1 (Homo sapiens), Q05397. biochemical FAK kinase activity assay. inhibition, %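 (tested at 7 µM)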. hit rate 0.84% among 97,000. AID 727, 2007; in the data active means inhibition above about 19%;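 further: 0% = DMSO and 100% = reference compound high control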
LYP act: LYP phosphatase activators, primary screen, biochemical, DiFMUP fluorescence, 2 µM. Tyrosine-protein phosphatase non-receptor type 22 (Homo sapiens), Q9Y2R2. activation, % at 2 µM. hit rate 0.11% among 96,000. recombinant LYP; 0 = plate median, 100 = signal doubled. AID 697, 2007;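 active means activation at 2 µM above a set limit, the mean plus 5 SD, cut at about 37% in these data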
Target sequence (Q9Y2R2 whole entry, looked up): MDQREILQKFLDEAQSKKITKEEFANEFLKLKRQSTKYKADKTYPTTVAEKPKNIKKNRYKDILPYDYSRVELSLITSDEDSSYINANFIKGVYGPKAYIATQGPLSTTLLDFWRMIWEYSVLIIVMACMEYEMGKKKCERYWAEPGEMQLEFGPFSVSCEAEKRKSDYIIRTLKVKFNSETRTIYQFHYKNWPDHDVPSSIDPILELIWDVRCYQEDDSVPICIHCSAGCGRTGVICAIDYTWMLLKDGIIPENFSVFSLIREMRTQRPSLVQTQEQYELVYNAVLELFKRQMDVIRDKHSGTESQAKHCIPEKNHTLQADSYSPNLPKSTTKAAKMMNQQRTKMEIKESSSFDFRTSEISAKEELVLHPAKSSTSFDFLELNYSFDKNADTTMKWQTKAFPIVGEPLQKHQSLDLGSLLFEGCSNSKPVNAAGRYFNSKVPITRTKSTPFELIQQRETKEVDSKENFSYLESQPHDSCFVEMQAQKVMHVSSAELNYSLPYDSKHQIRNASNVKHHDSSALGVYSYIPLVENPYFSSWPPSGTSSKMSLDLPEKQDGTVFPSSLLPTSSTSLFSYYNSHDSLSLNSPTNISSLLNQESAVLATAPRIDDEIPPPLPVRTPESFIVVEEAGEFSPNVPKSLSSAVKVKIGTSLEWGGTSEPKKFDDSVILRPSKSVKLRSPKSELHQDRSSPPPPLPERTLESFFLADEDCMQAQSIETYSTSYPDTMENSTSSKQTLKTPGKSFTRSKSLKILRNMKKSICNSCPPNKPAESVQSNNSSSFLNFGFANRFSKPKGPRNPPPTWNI
LYP inh 2: PTPN22 phosphatase inhibitors, primary screen, biochemical, DiFMUP fluorescence, 2 µM. Tyrosine-protein phosphatase non-receptor type 22 (Homo sapiens), Q9Y2R2. inhibition, % at 2 µM. recombinant LYP catalytic domain. hit rate 0.21% among 96,000;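 active means inhibition at 2 µM at or above a set limit, the screen mean plus 3 SD, cut at about 24% in these data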;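 further: 0% = DMSO with enzyme and 100% = enzyme fully blocked by orthovanadate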
EphB4 antag: EphB4-ephrin-B2 interaction antagonists, primary screen, biochemical, TNYL-RAW peptide probe, fluorescence polarization; Ephrin type-B receptor 4 (Homo sapiens), P54760; EphB4 LBD / TNYL-RAW-Alexa532 peptide; inhibition, % at 7 µM; hit rate 0.15% among 97,000;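 active means inhibition above the screen-wide mean inhibition plus 3 SD, cut at about 15% in these data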;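 further: 0% = DMSO wells and 100% = excess unlabeled TNYL-RAW peptide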
PLK1 PBD inh: Plk1 polo box domain binding inhibitors, primary screen, biochemical, fluorescence polarization; Plk1 PBD phosphopeptide binding; inhibition, %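 (tested at about 20 µM)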; hit rate 0.13% among 97,000; AID 693, 2007; in the data active means inhibition above about 34%, passing the limit was not always enough
Pyk2 oligo antag: antagonists of Pyk2 self-association, primary screen, Q293 cells, FERM NanoBiT luminescence, HTS. stronger effect = lower value. hit rate 0.83% among 99,000. z-score (the deposit names both 25 µM and 10 µM);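 active means Z-score of -3 or lower, scaled per plate to the spread of control and sample wells; inactive means z-score above -3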;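 further: negative z-score means lost luminescence so less FERM oligomerization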
HIV Rev-RRE inh: HIV-1 Rev-RRE binding inhibitors, primary screen, biochemical, FRET, protein-RNA interaction | P05866 | Rev peptide-RRE RNA binding | inhibition, % at 8 µM | hit rate 0.79% among 97,000;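 active means inhibition above the screen-wide mean plus 3 SD, cut at about 35% in these data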;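 further: 0% = median DMSO wells and 100% = median Neomycin B control wells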
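Material: labelled RRE RNA duplex and labelled Rev peptide / Buffer or medium: HEPES pH 7.5 salt buffer with EDTA / Compound dosing: single point, 8 µM final nominal compound concentration / Benchmarks: DMSO low control, neomycin B high control / Timing: 5 min preincubation and 15 min binding, 25 °C / Technique: FRET fluorescence readout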
PLK1 inh: human PLK1 kinase inhibitors, primary screen, biochemical, TR-FRET | inhibition, % at 10 µM | recombinant PLK1 kinase, TR-FRET peptide phosphorylation | AID 619, 2007 | Serine/threonine-protein kinase PLK1 (Homo sapiens), P53350 | hit rate 0.53% among 97,000;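 active means inhibition of 50% or more in the single-concentration screen; inactive means inhibition below 50%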;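 further: 0% = DMSO max control and 100% = H-89 dihydrochloride min control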
* marks the source's active call; other numbers are inactive results; · = no result given.

The first 10 compounds (preview)
Keys: A = F-actin modifier; B = FAK inh; C = LYP act; D = LYP inh 2; E = EphB4 antag; F = PLK1 PBD inh; G = Pyk2 oligo antag; H = HIV Rev-RRE inh; I = PLK1 inh
(1) c1ccc(CN2CCN(C(c3ccccc3)c3nnnn3Cc3ccccc3)CC2)cc1 (stereo not given)
  A: 11; B: 0; C: 14; D: -12; E: -8; F: -21; G: -1.8; H: 8; I: -15
(2) CC1(C)CC(=O)C2=C(C1)N(c1ccc(F)cc1)C(=O)CC2c1ccccc1 (stereo not given)
  A: ·; B: 0; C: 3; D: -2; E: 1; F: -13; G: 0.96; H: 12; I: -2
(3) COc1ccccc1-c1noc(CCC(=O)Nc2ccccc2Cl)n1
  A: 19; B: -1; C: 4; D: -6; E: 0; F: -11; G: 0.33; H: 5; I: -11
(4) C/C(N)=C(/C#N)C(=O)CSc1nnc(-c2ccc3c(c2)OCO3)o1
  A: 6; B: 2; C: 5; D: -4; E: -1; F: -16; G: 0.02; H: -1; I: 19
(5) O=C(O)C1CCCN(S(=O)(=O)c2cccs2)C1 (stereo not given)
  A: ·; B: -1; C: 8; D: -9; E: -1; F: -15; G: 0.12; H: 5; I: -7
(6) O=C(O)CCCCCNC(=O)CCn1cnc2ccccc2c1=O
  A: -1; B: 2; C: -4; D: 3; E: -2; F: 1; G: 1; H: 8; I: -11
(7) CCN(Cc1nc2ccccc2c(=O)[nH]1)Cc1nc2cc(OC)c(OC)cc2c(=O)[nH]1
  A: 7; B: 0; C: -3; D: 2; E: 2; F: -16; G: -0.05; H: -2; I: -6
(8) COCCn1nnnc1C(c1ccccc1)N1CCN(C)CC1 (stereo not given)
  A: 2; B: 2; C: -1; D: 0; E: 12; F: -9; G: 0.23; H: 9; I: 1
(9) Cc1ccc(C)c(NC(=O)C2Cc3ccccc3CN2C(=O)OCc2ccccc2)c1 (stereo not given)
  A: 27; B: 0; C: 6; D: -4; E: 2; F: -7; G: -1.1; H: 15; I: -8
(10) COc1cccc(CNc2ccc(S(N)(=O)=O)cc2)c1OC
  A: -9; B: 2; C: -8; D: 4; E: 3; F: 3; G: -0.46; H: 3; I: -13

The list itself, repeating the preview:
Keys: A = F-actin modifier; B = FAK inh; C = LYP act; D = LYP inh 2; E = EphB4 antag; F = PLK1 PBD inh; G = Pyk2 oligo antag; H = HIV Rev-RRE inh; I = PLK1 inh
(1) c1ccc(CN2CCN(C(c3ccccc3)c3nnnn3Cc3ccccc3)CC2)cc1 (stereo not given)
  A: 11; B: 0; C: 14; D: -12; E: -8; F: -21; G: -1.8; H: 8; I: -15
(2) CC1(C)CC(=O)C2=C(C1)N(c1ccc(F)cc1)C(=O)CC2c1ccccc1 (stereo not given)
  A: ·; B: 0; C: 3; D: -2; E: 1; F: -13; G: 0.96; H: 12; I: -2
(3) COc1ccccc1-c1noc(CCC(=O)Nc2ccccc2Cl)n1
  A: 19; B: -1; C: 4; D: -6; E: 0; F: -11; G: 0.33; H: 5; I: -11
(4) C/C(N)=C(/C#N)C(=O)CSc1nnc(-c2ccc3c(c2)OCO3)o1
  A: 6; B: 2; C: 5; D: -4; E: -1; F: -16; G: 0.02; H: -1; I: 19
(5) O=C(O)C1CCCN(S(=O)(=O)c2cccs2)C1 (stereo not given)
  A: ·; B: -1; C: 8; D: -9; E: -1; F: -15; G: 0.12; H: 5; I: -7
(6) O=C(O)CCCCCNC(=O)CCn1cnc2ccccc2c1=O
  A: -1; B: 2; C: -4; D: 3; E: -2; F: 1; G: 1; H: 8; I: -11
(7) CCN(Cc1nc2ccccc2c(=O)[nH]1)Cc1nc2cc(OC)c(OC)cc2c(=O)[nH]1
  A: 7; B: 0; C: -3; D: 2; E: 2; F: -16; G: -0.05; H: -2; I: -6
(8) COCCn1nnnc1C(c1ccccc1)N1CCN(C)CC1 (stereo not given)
  A: 2; B: 2; C: -1; D: 0; E: 12; F: -9; G: 0.23; H: 9; I: 1
(9) Cc1ccc(C)c(NC(=O)C2Cc3ccccc3CN2C(=O)OCc2ccccc2)c1 (stereo not given)
  A: 27; B: 0; C: 6; D: -4; E: 2; F: -7; G: -1.1; H: 15; I: -8
(10) COc1cccc(CNc2ccc(S(N)(=O)=O)cc2)c1OC
  A: -9; B: 2; C: -8; D: 4; E: 3; F: 3; G: -0.46; H: 3; I: -13
(11) COc1ccc(S(=O)(=O)NC2CCCCC2)c(C)c1C
  A: 2; B: -1; C: -2; D: 3; E: 2; F: 12; G: -1.7; H: 14; I: -7
(12) O=C(Nc1ncc2c(n1)-c1ccccc1OC2)c1ccc(Cl)cc1
  A: ·; B: -2; C: -4; D: 6; E: 6; F: -24; G: 0.01; H: 7; I: -8
(13) O=S(=O)(c1ccc2c(c1)OCCO2)N1CCC(c2nc3ccccc3[nH]2)CC1
  A: 0; B: -1; C: 4; D: -4; E: -6; F: 7; G: -1.9; H: -1; I: -5
(14) COC(=O)C1=C(C(=O)OC)SC(=C2C(=S)C(C)(C)N(C(=O)C3CC3)c3ccccc32)S1
  A: 10; B: 0; C: -2; D: 5; E: -1; F: 2; G: -2.4; H: 0; I: -3
(15) COc1ccc2c3c(cccc13)NN=C2C
  A: -18; B: 84*; C: -4; D: 0; E: 6; F: 38*; G: ·; H: -19; I: 33
(16) COc1ccc(-c2cc(C(=O)NCC(C)C)no2)cc1
  A: -9; B: 0; C: -15; D: 15; E: 2; F: -15; G: -0.03; H: 1; I: -12
(17) Cc1ccc(S(=O)(=O)n2cnc3cc([N+](=O)[O-])ccc32)cc1C
  A: -12; B: 3; C: 0; D: 6; E: -6; F: 30; G: 1.2; H: 4; I: 11
(18) O=C(COc1ccc(Cl)cc1)NCc1nnc(SCC(=O)N2CCCCC2)o1
  A: -6; B: -3; C: -3; D: 4; E: -2; F: 1; G: 0.73; H: 5; I: -39
(19) CCCSc1nnc(-c2cnn(-c3ccccc3)c2-n2cccc2)n1C
  A: -9; B: 0; C: 3; D: -7; E: -9; F: 8; G: -0.46; H: -3; I: 6
(20) CCc1cc2c(=O)n(CC)c(SC(C)C(=O)Nc3c(C)n(C)n(-c4ccccc4)c3=O)nc2s1 (stereo not given)
  A: -5; B: -2; C: 4; D: -7; E: 0; F: -11; G: 1.1; H: 7; I: 1
(21) CC(=O)Nc1ccc(S(=O)(=O)NCCSc2ccccn2)cc1
  A: -4; B: 1; C: 0; D: -2; E: 6; F: 8; G: 1.2; H: 7; I: -8
(22) Cc1cc(C)cc(N2CCCn3c2nc2c3c(=O)n(CC(=O)OCc3ccccc3)c(=O)n2C)c1
  A: 13; B: -2; C: 13; D: -14; E: -8; F: -3; G: 0.44; H: 3; I: -5
(23) CCSc1nnc(NC(=O)CSc2nc3c(c(=O)n2C)SC(C)C3)s1 (stereo not given)
  A: 1; B: -1; C: -10; D: 11; E: -1; F: -18; G: -1.3; H: 6; I: -3
(24) Cc1cc(C)nc(NC2=NCC(=O)N2c2cccc(Cl)c2)n1
  A: -1; B: 0; C: -6; D: 7; E: -6; F: 23; G: 0.26; H: 3; I: -18
(25) Cc1ccc2c(c1)sc1nc(=O)n(-c3cccc(Cl)c3)c(=O)n12
  A: -6; B: -2; C: 4; D: 0; E: 3; F: -28; G: 1.6; H: 2; I: -11
(26) Cc1ccc(-c2c(C)sc(=NC(=O)c3ccco3)n2C)cc1
  A: -28; B: -1; C: 0; D: 4; E: -6; F: -10; G: -0.04; H: 2; I: -10
(27) CCC1CCCCN1C(=O)c1c(-c2ccccc2)noc1C (stereo not given)
  A: -3; B: 0; C: -5; D: 5; E: 9; F: 12; G: 0.91; H: 5; I: -6
(28) Cc1ccc(Nc2nc(N)nc(CC#N)n2)cc1
  A: -3; B: 4; C: 8; D: -10; E: 6; F: 2; G: -2.1; H: 10; I: -9
